hERG protect – hERG rescue from dofetilide block, primary screen, cell-based, CHO-hERG, FluxOR thallium flux, dofetilide IC70; Voltage-gated inwardly rectifying potassium channel KCNH2 (Homo sapiens), Q12809; dofetilide IC70 present; activation (rescue from dofetilide block), less the hit threshold, % at 10 µM; 310,000 compounds, 0.51% hits; AID 1511, 2009;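 active = activation above the mean of controls blocked by dofetilide plus 5 SD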;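 also: thallium influx through hERG after potassium depolarization seen as dye fluorescence rise; in these data hits start at about 4.7%; inactives centre near -7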
KCNK9 inh – KCNK9 potassium channel inhibitors, primary screen, HEK293 cells, thallium flux; Potassium channel subfamily K member 9 (Homo sapiens), Q9NPC2; FluxOR thallium flux fluorescence; active compounds read low; B-score at 10 µM; 310,000 compounds, 1.2% hits; AID 488922, 2010;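 active = ratio B-score over 3 SD below the library mean, with starting fluorescence within 5 SD of its mean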;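 also: negative B-score means less thallium flux so channel inhibition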
Target sequence (Q9NPC2 whole entry, looked up): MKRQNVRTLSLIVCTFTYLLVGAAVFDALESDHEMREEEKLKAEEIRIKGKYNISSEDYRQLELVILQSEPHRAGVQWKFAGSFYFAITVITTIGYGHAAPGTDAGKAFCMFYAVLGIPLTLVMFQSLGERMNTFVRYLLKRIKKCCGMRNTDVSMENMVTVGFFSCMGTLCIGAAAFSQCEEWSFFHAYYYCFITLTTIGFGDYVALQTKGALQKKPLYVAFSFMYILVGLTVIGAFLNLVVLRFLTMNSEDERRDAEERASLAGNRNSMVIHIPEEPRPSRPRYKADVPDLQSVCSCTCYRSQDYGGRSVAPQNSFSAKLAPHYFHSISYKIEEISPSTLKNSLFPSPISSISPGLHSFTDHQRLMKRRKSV
ANO1 activ – TMEM16A chloride channel activators or potentiators, primary screen, cell-based, HTS; Anoctamin-1 (Mus musculus), Q8BHY3; HEK293 TMEM16A/YFP-H148Q/I152L, iodide quench fluorescence; active compounds read low; B-score at 10 µM; 340,000 compounds, 0.3% hits; AID 623877, 2012;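 active = fluorescence-ratio B-score plate-corrected deviation score at least 3 library SD below zero, with starting fluorescence score within 5 deviations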;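 also: channel opened by trigger with iodide after compound preincubation; score built on the fluorescence ratio of max minus min over baseline; more negative score means more quench and so TMEM16A activation or potentiation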
KCNQ1 inh – inhibitors of human KCNQ1 channel, primary screen, cell-based, thallium flux, high-throughput; Potassium voltage-gated channel subfamily KQT member 1 (Homo sapiens), P51787; AID 2642, 2010; CHO-K1 KCNQ1, FluxOR thallium flux fluorescence; active compounds read high; B-score at 10 µM; 310,000 compounds, 1.3% hits;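 active = compounds whose thallium flux B-score, printed positive for inhibition, exceeds three library SD while starting fluorescence stays within three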;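 also: channel opened by potassium depolarization with thallium stimulus after 20 min compound exposure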
RGS4 block – RGS4 inhibitors, primary screen, cell-based, HEK293 M3R inducible RGS4, calcium flux. Fluo-4 calcium flux; active compounds read high; triggered by carbachol at its EC20. B-score at 10 µM. 310,000 compounds, 0.45% hits;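 active = B-score, a plate-corrected calcium signal, over three deviations above library mean, with baseline fluorescence within five deviations of library mean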;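 also: RGS4 expression induced by doxycycline in cells with stable M3 receptor; B-score is computed from the integrated fluorescence ratio over baseline after carbachol; higher B-score means a larger calcium signal and so more RGS4 inhibition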
Target sequence (P49798 whole entry, looked up): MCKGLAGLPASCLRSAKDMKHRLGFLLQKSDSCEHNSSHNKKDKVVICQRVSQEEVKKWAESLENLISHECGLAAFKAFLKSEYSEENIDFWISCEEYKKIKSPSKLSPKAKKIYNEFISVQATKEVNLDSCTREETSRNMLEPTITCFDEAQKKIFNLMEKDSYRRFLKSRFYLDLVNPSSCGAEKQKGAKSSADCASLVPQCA
SKKanGAS inh – S. pyogenes SKKanGAS growth inhibitors in kanamycin, primary screen, streptokinase expression inhibitor project, SKKanGAS strain, BacTiter-Glo luminescence | 300,000 compounds, 1.3% hits | 6 h | AID 1662, 2009 | inhibition, % at 7.5 µM;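 active = mean replicate score, as percent of positive control median, at least 50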;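 also: strain carries kanamycin resistance gene driven by streptokinase promoter and grows in 40 µg/ml kanamycin; loss of luminescence reflects streptokinase promoter inhibition or plain growth inhibition; 0% = median of DMSO wells and 100% = positive control at its reference dose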
KCNQ1 act – potentiators or activators of KCNQ1 channel, primary screen, cell-based, thallium flux, high-throughput; 310,000 compounds, 0.35% hits; AID 2648, 2010; CHO-K1 KCNQ1, thallium flux FluxOR fluorescence; active compounds read high; B-score at 10 µM;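 active = fluorescence ratio B-score, a plate-corrected score, at least three library SD, with initial intensity B-score within 5 SD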
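Assay system: CHO-K1 cells stably expressing KCNQ1; Medium: assay buffer with matched DMSO; Also added: K+/Tl+ depolarizing stimulus; Dosing: single dose; Timing: dye 90 min, compound 20 min, room temperature; Measured by: kinetic FluxOR thallium fluorescence, 10-s 1-Hz baseline, 110-s post-stimulus read; Read-out: peak-minus-minimum fluorescence over initial fluorescence, negative-control normalized, B-scored.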
TMEM16A inh – TMEM16A chloride channel inhibitors, primary screen, cell-based, HTS | Anoctamin-1 (Mus musculus), Q8BHY3 | HEK293 TMEM16A/YFP iodide influx fluorescence, ionomycin | normalized B-score (activity score, 25-100; higher = stronger inhibition) at 10 µM | 310,000 compounds, 1.2% hits | AID 588511, 2011;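 active = ratio plate-corrected score three or more library SD toward inhibition, starting fluorescence score within five deviations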;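 also: score derived from kinetic fluorescence span divided by baseline fluorescence per well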
HDAC3 inhib – HDAC3 deacetylase inhibitors, primary screen, biochemical, fluorescence, cell-free homogeneous | Histone deacetylase 3 (Homo sapiens), O15379 | recombinant HDAC3, fluorogenic peptide/trypsin coupled | inhibition, % at 8.3 µM | 320,000 compounds, 0.15% hits; in the data active = inhibition above about 26%, passing the limit was not always enough
KCNK3 block – human KCNK3 channel inhibitors, primary screen, CHO cells, FluxOR thallium flux, B-score. Potassium channel subfamily K member 3 (Homo sapiens), O14649. FluxOR fluorescence; active compounds read low. B-score at 10 µM. 340,000 compounds, 0.84% hits. AID 602410, 2012;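 active = B-score under library mean minus 4 SD, starting fluorescence ratio at most library mean plus 5 SD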;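 also: more negative B-score means stronger inhibition of thallium flux through KCNK3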
Target sequence (O14649 whole entry, looked up): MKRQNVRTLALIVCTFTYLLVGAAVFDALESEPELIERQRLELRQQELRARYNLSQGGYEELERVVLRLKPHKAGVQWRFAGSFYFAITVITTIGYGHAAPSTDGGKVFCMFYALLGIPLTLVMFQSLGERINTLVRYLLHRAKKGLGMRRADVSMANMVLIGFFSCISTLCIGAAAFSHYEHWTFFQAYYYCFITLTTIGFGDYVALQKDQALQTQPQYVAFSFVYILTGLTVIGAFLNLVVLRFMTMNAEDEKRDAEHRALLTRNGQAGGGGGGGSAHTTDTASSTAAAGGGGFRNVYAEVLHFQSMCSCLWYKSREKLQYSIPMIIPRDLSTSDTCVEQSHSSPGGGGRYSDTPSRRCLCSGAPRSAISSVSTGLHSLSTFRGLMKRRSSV
RGS4 act – RGS4 potentiators or activators, primary screen, cell-based, HEK293 M3R inducible RGS4, calcium flux | carbachol calcium flux Fluo4; active compounds read low | B-score at 10 µM | 310,000 compounds, 0.92% hits;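 active = B-score of the integrated calcium signal more than 4 SD below the library mean, with starting fluorescence not abnormally high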;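 also: negative B-score means reduced calcium response which marks RGS4 activation or potentiation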
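System – HEK293 FlpIn-TREx cells, stable M3R, doxycycline-inducible RGS4 · Reagent – ECmax carbachol challenge · Times – compound preincubation 20 min at room temperature before agonist · Technique – Fluo4 fluorescence kinetic imaging of calcium · Measure – B score of integrated Fluo4 ratio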
Numbers without * were called inactive; i = inactive; nt = no result given.

SMILES | hERG protect | KCNK9 inh | ANO1 activ | KCNQ1 inh | RGS4 block | SKKanGAS inh | KCNQ1 act | TMEM16A inh | HDAC3 inhib | KCNK3 block | RGS4 act
COCCn1c(SC(C)C(=O)NCC2CCCO2)nc2scc(-c3ccc(F)cc3)c2c1=O (stereo not given) | -9 | i | i | i | i | 4 | i | i | 3 | i | i
Cc1ccnc(NC(=O)CCCc2c[nH]c3ccccc23)c1 | -7 | i | i | i | i | -4 | i | i | 0 | i | i
CC(=O)Nc1ccc(S(=O)(=O)Nc2nnc(Cc3ccc(Cl)cc3)s2)cc1 | -6 | i | i | i | i | 9 | i | i | 5 | i | i
O=C(Nc1cccc(Br)c1)c1ccc(CSc2ccccc2)cc1 | -6 | i | i | i | i | 0 | i | i | 4 | i | i
COc1ccc(C(=O)NCC(=O)N/N=C/c2cn(C)c3ccccc23)cc1OC | -13 | i | i | i | i | nt | i | i | 5 | i | i
O=C(Oc1ccc(C(=S)N2CCOCC2)cc1)c1ccc([N+](=O)[O-])cc1[N+](=O)[O-] | -5 | i | i | i | i | -2 | i | i | -2 | i | i
O=C(NCC1CCCO1)c1ccc2c(=O)n(Cc3ccc(Cl)cc3)c(=S)[nH]c2c1 (stereo not given) | -5 | i | i | i | i | 9 | i | i | 10 | i | i
O=C(NC(=S)Nc1ccc(N2CCOCC2)cc1)c1ccco1 | -5 | i | i | i | i | 49 | i | i | 6 | i | i
CC(C)NC(=O)C(c1ccc(F)cc1)N(C(=O)CCC(=O)Nc1ccccn1)C1CCCCC1 (stereo not given) | -2 | i | i | i | i | 4 | i | i | 2 | i | i
Cc1c(CC(=O)NCCCCCC(=O)O)c(=O)oc2cc3c(cc12)CCC(C)(C)O3 | -4 | i | i | i | i | 0 | i | i | -89 | i | i
CCCn1c2ccccc2c2cc(C(=O)O)ccc21 | -11 | i | i | i | i | -3 | i | i | 2 | i | i
CCCCNC(=O)C1CCN(c2nc(C)cc(C)n2)CC1 | 1 | i | i | i | i | -1 | i | i | -7 | i | i
Cc1ccccc1NC(=O)/C=C1\SC(=O)NC1=O | -8 | i | i | i | i | -4 | i | i | 1 | i | i
O=C(Nc1ccccc1Cl)OC1CCCCC1 | -6 | i | i | i | i | 8 | i | i | 3 | i | i
CCc1cc[n+](-c2nc([O-])sc2C=O)cc1 | -8 | i | i | i | i | 7 | i | i | 5 | i | i
COc1ccccc1NC(=O)CSc1nnnn1C1CCCC1 | -6 | i | i | i | i | 2 | i | nt | nt | i | i
CC1CC(C)CN(S(=O)(=O)c2ccc3c(c2)oc(=O)n3CC(=O)N2CCOCC2)C1 (stereo not given) | -9 | i | i | i | i | -3 | i | i | -2 | i | i
Cc1onc(C(=O)NCc2cccs2)c1[N+](=O)[O-] | -6 | i | i | i | i | -11 | i | i | -5 | i | i
COc1cccc(NC(=O)C(Sc2nnc(-c3ccncc3)n2-c2ccc(Cl)cc2)c2ccccc2)c1 (stereo not given) | -17 | i | i | i | i | 23 | i | i | 8 | i | i
CCC(C)c1ccccc1NC(=O)CN(C)CC(=O)Nc1ccccc1SC (stereo not given) | -7 | i | i | i | i | 5 | i | i | -3 | i | i
Cn1c(N)c(S(=O)(=O)N2CCN(C(=O)c3ccco3)CC2)c(=O)n(C)c1=O | 2 | i | i | i | i | 0 | i | i | -1 | i | i
CC(C)Oc1ccc(/C(O)=C2/C(=O)C(=O)N(CCN(C)C)C2c2ccco2)cc1 (stereo not given) | -12 | i | i | i | i | -10 | i | i | -2 | i | i
COc1ccccc1/C=C/C=NC1C(=O)N(c2ccccc2)[N+](C)=C1C (stereo not given) | -2 | i | i | i | i | 1 | i | i | -6 | i | i
Cc1cc(N2CCOCC2)nc(-c2ccccc2O)n1 | 0 | i | i | i | i | -9 | i | i | 1 | i | i
CC(CNS(=O)(=O)c1ccccc1)(c1ccccc1)N1CCOCC1 (stereo not given) | -5 | i | i | i | i | -15 | i | i | -1 | i | i
Cc1noc(NS(=O)(=O)c2ccc(NC(=O)CCC3CCCCC3)cc2)c1C | -11 | i | i | i | i | 3 | i | i | -1 | i | i
CC1CCCC(C)N1NC(=O)c1ccc(Cl)c(S(N)(=O)=O)c1 (stereo not given) | -5 | i | i | i | i | -2 | i | i | nt | i | i
COc1cc(CNCc2cccs2)cc(Br)c1OC | -6 | i | i | i | i | -9 | i | i | 6 | i | i
Cc1cccc(NC(=S)Nc2ccc(Br)cc2)c1 | -11 | i | i | 6* | i | 5 | i | i | 3 | i | i
CSc1sc(C)cc1C=O | -14 | i | i | i | i | 3 | i | i | -4 | i | i
CCN(CC)c1ccc(NC(=O)c2cc(Cl)ccc2OC)cc1 | -7 | i | i | i | i | -2 | i | i | 9 | i | i
COc1ccc2nc(SCC(=O)NCc3ccccc3)[nH]c2c1 | -3 | i | i | i | i | -7 | i | i | -1 | i | i
O=C(O)CC(NC(=O)c1sc2ccccc2c1Cl)c1ccc(OC2CCCC2)cc1 (stereo not given) | -13 | i | i | i | i | 8 | i | i | 0 | i | i
CCN1CCN(CCCNc2ncnc3nc[nH]c23)CC1 | -8 | i | i | i | i | -3 | i | i | 3 | i | i
O=C(CC(c1ccccc1)(c1ccccc1)c1ccccc1)N[C@@H](Cc1ccc(O)cc1)C(=O)O | -6 | i | i | i | i | 23 | i | i | -6 | i | i
O=C(O)C1(c2cccc(Cl)c2)CCC1 | -2 | i | nt | i | i | -3 | i | i | -5 | i | i

Gathered by group: those above with a nitro group on carbon (two)
SMILES | hERG protect | KCNK9 inh | ANO1 activ | KCNQ1 inh | RGS4 block | SKKanGAS inh | KCNQ1 act | TMEM16A inh | HDAC3 inhib | KCNK3 block | RGS4 act
O=C(Oc1ccc(C(=S)N2CCOCC2)cc1)c1ccc([N+](=O)[O-])cc1[N+](=O)[O-] | -5 | i | i | i | i | -2 | i | i | -2 | i | i
Cc1onc(C(=O)NCc2cccs2)c1[N+](=O)[O-] | -6 | i | i | i | i | -11 | i | i | -5 | i | i

Other results.
SMILES | hERG protect | KCNK9 inh | ANO1 activ | KCNQ1 inh | RGS4 block | SKKanGAS inh | KCNQ1 act | TMEM16A inh | HDAC3 inhib | KCNK3 block | RGS4 act
N#Cc1cccc(NC(=O)Cc2ccsc2)c1 | -6 | i | i | i | i | -1 | i | i | 2 | i | i
COc1ccc(-c2nc(CS(=O)CC(=O)NCCc3ccc(C)cc3)c(C)o2)cc1OC (stereo not given) | -5 | i | i | i | i | 2 | i | i | 0 | i | i
Cn1c(=O)c([N+](=O)[O-])c(Oc2ccccc2)c2ccccc21 | -13 | i | -29* | i | i | -4 | i | nt | nt | i | i
COc1ccc(Cl)cc1C(=O)NC(=S)Nc1ccccc1N1CCOCC1 | -7 | i | i | i | i | 6 | i | i | -10 | i | i
CC(OC(=O)CCc1nc2ccccc2c(=O)[nH]1)C(=O)NC1CCCC1 (stereo not given) | -8 | i | i | i | i | -13 | i | i | 7 | i | i
Cc1ccc(-c2cc(C(=O)Nc3cccnc3)[nH]n2)c(O)c1C | -12 | i | i | i | i | 0 | i | i | nt | i | i
Clc1nc(-c2ccccc2)cc(-c2ccccc2)n1 | -5 | i | i | i | i | -14 | i | i | 4 | i | i
O=C(NCCc1ccccc1)c1cc(=O)[nH]c2ccccc12 | 2 | i | i | i | i | 4 | i | i | -4 | i | i
COC(=O)c1ccc(S(=O)(=O)N2CCN(C(c3ccccc3)c3ccccc3)CC2)n1C | -3 | i | i | i | i | -11 | i | i | 6 | i | i
C=CCC1C=C(C)CC(CC=C)N1 (stereo not given) | -5 | i | i | i | i | 1 | i | i | -9 | i | i
COc1ccc(C(=O)Nc2ccc3[nH]ncc3c2)cc1OC | -2 | i | i | i | i | 15 | i | i | -1 | i | i
Cc1ccc(C2CC2c2n[nH]c(=S)n2-c2ccc(C)cc2)cc1 (stereo not given) | -8 | i | i | i | i | -1 | i | i | 2 | i | i
CCOCCc1nnc(NC(=O)C(CC)c2ccccc2)s1 (stereo not given) | -6 | i | i | i | i | -12 | i | i | -1 | i | i
O=S(=O)(NNc1nccc(C(F)(F)F)n1)c1cccc(Cl)c1Cl | -10 | i | i | i | i | -12 | i | i | 3 | i | i
COc1ccc(CCN(C)C2CCCN(C(=O)CCSC)C2)cc1OC (stereo not given) | -10 | i | i | i | i | -4 | i | i | -5 | i | i
Cc1ccccc1NC(=O)COC(=O)Cc1cccc(C(F)(F)F)c1 | -4 | i | i | i | i | 3 | i | i | -4 | i | i
COCCN1C(=O)N(c2ccc(Cl)cc2)C(=O)C1CC(=O)Nc1cc(OC)cc(OC)c1 (stereo not given) | -14 | i | i | i | i | -7 | i | i | -3 | i | i
O=C(CSc1nnnn1-c1ccccc1)c1ccco1 | -5 | i | i | i | i | -1 | i | i | 1 | i | i
Cc1cc(C)c(S(=O)(=O)c2ccc(F)cc2C)c(Cl)n1 | -5 | i | i | i | i | 11 | i | i | 13 | i | i
O=[N+]([O-])c1cc(/C=N/O)ccc1Oc1cccc(Cl)c1 | -14 | -10* | i | i | i | -11 | i | i | -2 | i | i
CCOC(=O)c1ccccc1OCc1cc(/C=N/n2cncn2)ccc1OC | -9 | i | i | i | i | -10 | i | i | -9 | i | i
CCN1C(=O)c2ccccc2S(=O)c2ccc(C(=O)N3CCCCCC3)cc21 (stereo not given) | -9 | i | i | i | i | 1 | i | i | -3 | i | i

High-throughput results deposited in PubChem BioAssay by several laboratories.
